# CCR6 antagonist = antagonists of human CCR6 receptor. P51684. CHO-K1 CCR6 PathHunter beta-arrestin, luminescence, CCL20-stimulated. inhibition, % at 20 µM. 340,000 tested, 0.49% active. AID 493098;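 active = compounds whose inhibition of the agonist-driven luminescence signal at 20 µM reaches about 50%, limit read from the data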;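 also: cells stimulated with CCL20 at 14 nM final; plate controls were DMSO with CCL20 for no effect and DMSO without agonist for full effect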
# Target sequence (P51684 whole entry, looked up): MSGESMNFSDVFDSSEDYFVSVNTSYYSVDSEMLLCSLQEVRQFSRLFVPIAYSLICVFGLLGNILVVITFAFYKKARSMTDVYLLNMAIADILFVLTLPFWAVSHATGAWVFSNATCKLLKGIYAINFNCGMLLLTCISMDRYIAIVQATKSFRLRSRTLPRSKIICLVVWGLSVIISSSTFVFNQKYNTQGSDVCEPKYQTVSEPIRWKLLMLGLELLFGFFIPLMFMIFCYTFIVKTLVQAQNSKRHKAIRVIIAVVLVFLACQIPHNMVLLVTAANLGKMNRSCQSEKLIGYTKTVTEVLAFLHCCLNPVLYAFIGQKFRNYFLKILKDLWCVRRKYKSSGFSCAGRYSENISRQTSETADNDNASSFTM
# MPTP inh = blocks calcium-induced mitochondrial swelling; isolated mouse mitochondria, Ca2+ swelling absorbance, 30 min; inhibition, % at 10 µM; 360,000 tested, 1.4% active; AID 602449;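 active = inhibition of 50% or more, scaled per plate between neutral and stimulator controls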;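 also: 0% = DMSO wells given calcium and 100% = 1 mM EGTA wells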
# Gli-Sufu block = Gli-Sufu pathway antagonism. Sufu-KO-LIGHT fibroblasts, Gli luciferase reporter luminescence. 340,000 tested, 0.74% active. inhibition, % at 5 µM;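 active = inhibition above about 55%, limit read from the data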;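 also: 0% = DMSO-treated cells and 100% = wells with medium but no cells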
# EBI2 antag = EBI2 (human) antagonism; P32249; EBI2 beta-arrestin recruitment, luminescence, 7a,25-OHC stimulated; inhibition, % at 5 µM; 360,000 tested, 0.81% active; AID 651636; in the data active = inhibition above about 38%;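 also: enzyme fragment complementation signal reports receptor beta-arrestin coupling in cells; 0% = agonist plus DMSO wells and 100% = wells without agonist; some results beyond the cut were filed as inactive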
# CXCR6 block = CXCR6 (human) receptor inhibition | CHO-K1 PathHunter CXCR6 beta-arrestin, luminescence | inhibition, % at 20 µM | 360,000 tested, 0.36% active; in the data active = inhibition above about 34%, passing the limit was not always enough;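 also: antagonist mode with CXCL16 agonist at 10 nM final; 0% = 10 nM CXCL16 with DMSO and 100% = unstimulated wells without agonist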
# APOBEC3A inh = inhibitors of human APOBEC3A DNA deaminase; recombinant A3A, FAM/TAMRA ssDNA deamination fluorescence; inhibition, % at 20 µM; 330,000 tested, 0.41% active;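 active = at least 40% inhibition at 20 µM here, with at most 30% in a related deaminase screen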;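 also: plate controls were A3A with DMSO for no effect and wells lacking A3A enzyme for full effect; some results filed as inactive read as strong as hits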
# Target sequence (P31941 whole entry, looked up): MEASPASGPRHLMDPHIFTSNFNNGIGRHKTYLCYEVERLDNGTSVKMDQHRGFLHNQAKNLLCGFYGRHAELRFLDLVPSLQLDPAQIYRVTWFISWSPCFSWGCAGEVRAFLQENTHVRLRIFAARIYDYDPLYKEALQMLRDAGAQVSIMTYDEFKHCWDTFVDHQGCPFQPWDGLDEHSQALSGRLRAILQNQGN
# A3G deaminase = inhibitors of human APOBEC3G DNA deaminase; Q9HC16; recombinant A3G, ssDNA deamination FAM/TAMRA fluorescence; inhibition, % at 20 µM; 330,000 tested, 0.28% active;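 active = inhibition of at least 40% at 20 µM, with no more than 30% in the related APOBEC3A deaminase screen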;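 also: plate controls were DMSO wells with A3G for no effect and wells lacking A3G enzyme for full effect; some compounds called inactive have numbers as strong as hits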
# Target sequence (Q9HC16 whole entry, looked up): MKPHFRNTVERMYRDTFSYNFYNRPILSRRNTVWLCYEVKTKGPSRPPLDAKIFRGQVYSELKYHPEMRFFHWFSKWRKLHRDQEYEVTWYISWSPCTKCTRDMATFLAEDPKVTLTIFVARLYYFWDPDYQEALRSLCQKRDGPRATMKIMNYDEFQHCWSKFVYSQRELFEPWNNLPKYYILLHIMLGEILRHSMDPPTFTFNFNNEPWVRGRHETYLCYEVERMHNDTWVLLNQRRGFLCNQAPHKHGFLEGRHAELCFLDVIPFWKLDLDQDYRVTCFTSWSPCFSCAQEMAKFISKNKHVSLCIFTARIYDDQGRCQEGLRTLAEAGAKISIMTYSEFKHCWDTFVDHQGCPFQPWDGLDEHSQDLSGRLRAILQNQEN
# GRIN3A LBD mod = NR3A (human) ligand-binding domain modulation; NR3A LBD differential scanning fluorimetry, Tm shift; 0% = protein alone, 100% = glycine-bound protein; Tm shift relative to glycine control, % at 25 µM; 340,000 tested, 2.5% active; AID 1259313;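 active = melting temperature shift of at least 10% of the positive control shift, at one fixed dose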
# Numbers without * were called inactive; . = no result given.
SMILES,CCR6 antagonist,MPTP inh,Gli-Sufu block,EBI2 antag,CXCR6 block,APOBEC3A inh,A3G deaminase,GRIN3A LBD mod
COc1ccccc1CNC(=O)CN1C(=O)NC(C)(c2ccc(C(C)(C)C)cc2)C1=O (centres undefined),10,2.0,-12,-3,-2,0,-1,10
Nc1nnnn1CC(=O)OCc1cccc(Br)c1,-7,-0.1,-4,-5,-1,2,2,0
CCOC(=O)c1c(C)[nH]c(C(=O)OCC(=O)Nc2cc(C)nn2-c2ccccc2)c1C,-4,-0.2,14,5,2,4,-8,0
O=C(CN1C(=O)c2ccccc2S1(=O)=O)NC1CCCCC1,13,0.0,-13,-3,8,2,0,0
COc1cc(OC)cc(C(=O)NC2CCN(CC(=O)Nc3cccc4ccccc34)CC2)c1,-1,-0.9,4,9,5,-1,-5,2
Cc1ccc(S(=O)(=O)N2CCCCC2CCNC(=O)C(=O)NCCc2ccco2)cc1 (centres undefined),6,0.6,0,-4,4,-3,-4,2
NS(=O)(=O)c1ccc(Sc2nc3ccccc3s2)c([N+](=O)[O-])c1,-15,60*,14,-6,-2,-3,-6,-3
CCOC(=O)c1ccc(NC(=O)c2ccco2)cc1,-3,0.0,-60,-7,-5,-3,-8,0
CC(C)/C=N/NC(=O)c1cccc(N2CCCC2=O)c1,5,0.5,-5,-10,8,0,-3,-1
CC1=C(C(=O)OCc2ccc([N+](=O)[O-])cc2)N2C(=O)C(NC(=O)Cc3ccccc3)C2SC1 (centres undefined),8,2.3,-8,-5,-2,50*,-2,-1
O=C(CN1C(=O)NC2(CCCCCCC2)C1=O)Nc1ccc(Cl)cc1,12,0.9,-2,17,-3,-1,-5,-4
COc1ccc(NC(=S)Nc2cccc(S(=O)(=O)N3CCCCC3)c2)cc1,14,68*,1,28,-3,-4,-13,-18
CCN(CC)CCNC(=O)C(=O)Nc1cc2c3c(c1)CCN3C(=O)CC2,8,-1.7,4,-1,-1,-4,1,0
COc1ccc(OC)c(/C=C2\SC(N3CCCC(C)C3)=NC2=O)c1 (centres undefined),13,0.7,64*,7,2,0,-4,-2
CCCCNC(=O)NNC(=O)C1CC1(c1ccccc1)c1ccccc1 (centres undefined),16,-0.6,7,-7,-10,-1,-8,0
CC1(C)OC2OC(C3COC(=O)O3)C(OC(=O)c3ccccc3)C2O1 (centres undefined),2,0.3,3,-1,1,.,.,0
CN(C)CCn1c(=O)n(C2CCCCC2)c(=O)c2c3c(sc21)CCCCC3,32,0.7,10,8,0,-1,-6,1
Cc1nccc(-c2ccc(-n3c(C)ccc3C)cc2)n1,5,-1.5,-11,-4,-2,3,-12,1
CN(CC(=O)Nc1ccccn1)S(=O)(=O)c1ccc(Cl)cc1,4,-0.1,-3,1,-4,1,0,-4
COCCNC(=O)C(c1ccc(F)cc1)N(Cc1ccccc1)C(=O)CCC(=O)Nc1ccccn1 (centres undefined),7,-0.5,-3,5,-14,-7,-8,4
Cc1cc(NC(=O)Cn2nc(C(F)(F)F)c3c2CCC3)n(-c2ccccc2)n1,16,0.9,3,-9,8,-4,-10,1
COc1ccc(Cl)cc1N1C(=N)SCC1=O,-2,-0.2,0,0,4,1,-4,4
Cn1c(COc2cccc3ccccc23)nnc1SCC(=O)OC1CCCCC1,24,2.1,9,0,-2,6,-4,-2
CC(C)(C)C(=O)NC(=S)Nc1ccc(F)cc1,5,-1.2,-10,-5,-1,-3,-12,2
Cc1ccccc1NC(=O)CCC(=O)N/N=C/c1c[nH]c2ccccc12,15,-1.0,-19,-9,-7,2,3,-3
CN1CCN(Cc2nc(Cc3ccccc3)no2)CC1c1ccccc1 (centres undefined),8,-0.2,5,-4,-4,-8,4,-2
CC12C=CC3(CN(Cc4ccccc4)C(=O)C3C1C(=O)NC1CC1)O2 (centres undefined),-2,-0.8,0,-1,-3,3,0,-3
N#C/C(C(=O)Oc1ccccc1)=C1\C=CC=CN1,-9,-2.6,7,1,-1,-5,-12,0
COCC(C)NC(=O)c1ccccc1OC(C)=O (centres undefined),6,-1.0,2,-21,8,-1,-3,-4
Cc1ccccc1-c1cc(C(=O)NCc2ccc(OC(F)(F)F)cc2)n(CC2CC(c3cccnc3)=NO2)n1 (centres undefined),4,0.6,0,2,11,2,-1,-5
O=C(CC(c1ccccc1)c1ccccc1)NCCOCc1ccccc1,13,-0.8,5,12,-3,-5,-4,-1
Cc1cccc(N=[N+]([O-])c2cccc(C)n2)n1,9,0.6,-25,-4,-5,-1,-3,1
O=C(Nc1nccs1)C1Cc2ccccc2CN1S(=O)(=O)c1ccc(F)cc1 (centres undefined),20,2.3,-7,2,1,0,-7,0
COc1cnc(-c2ccccn2)nc1Sc1ccc(Cl)cc1,29,0.8,-17,-9,3,-3,-9,-4
CCCOc1ccc(NC(=O)CCC(=O)NC(C)c2ccccc2)cc1 (centres undefined),2,-1.4,-1,-5,1,-7,-6,-1
COc1cc(CNc2ccccc2Oc2cc(=O)n(C)c(=O)n2C)cc(OC)c1OC,5,-0.7,29,3,5,-2,-4,0
COc1ccc(C)cc1NC(=O)CNc1ccc(C(C)=O)cc1,5,0.1,0,-2,-2,2,-1,-2
O=C(Nc1nccs1)c1ccc(Cl)s1,-13,-1.2,-39,-5,-7,2,-1,2
COC(=O)c1cn(Cc2ccccn2)c(=O)c2ccccc12,4,-1.6,-6,-5,4,1,-2,1
Cc1cccc(NC(=O)c2ccccc2SCc2ccc(F)cc2)n1,11,-2.3,10,14,8,0,1,3
O=C(O)c1ccccc1OCc1ccccc1Cl,3,1.5,3,-4,-14,2,-2,-1
O=C1CC(c2ccncc2)c2cc3c(cc2N1)OCO3 (centres undefined),-3,2.0,-3,7,-2,-4,-8,-1
O=C1NC(C(F)(F)F)(C(F)(F)F)N=C2SC=CN12,-13,0.4,-3,-9,-11,1,1,-1
O=c1oc2ccccc2c2nccnc12,0,-0.6,6,-10,-2,-8,-6,-2
COc1cc(C(=O)NCCc2nc3ccccc3n2C)cc(OC)c1OC,0,0.1,3,-8,3,-2,-5,0
Cc1ccc(CN2C(=O)CSC2c2ccccc2F)cc1 (centres undefined),13,0.7,10,-2,13,-3,13,0
Cc1ccc(-n2nc(-c3ccco3)cc2C(=O)NCc2cccnc2)cc1,30,0.0,-4,8,-3,1,5,-3
Cn1nnnc1SCC(=O)Nc1ccccc1C(=O)NC1CC1,6,-6.7,8,-5,-4,1,-3,-1

# Next part, starting with the last 4 of the part before.
SMILES,CCR6 antagonist,MPTP inh,Gli-Sufu block,EBI2 antag,CXCR6 block,APOBEC3A inh,A3G deaminase,GRIN3A LBD mod
COc1cc(C(=O)NCCc2nc3ccccc3n2C)cc(OC)c1OC,0,0.1,3,-8,3,-2,-5,0
Cc1ccc(CN2C(=O)CSC2c2ccccc2F)cc1 (centres undefined),13,0.7,10,-2,13,-3,13,0
Cc1ccc(-n2nc(-c3ccco3)cc2C(=O)NCc2cccnc2)cc1,30,0.0,-4,8,-3,1,5,-3
Cn1nnnc1SCC(=O)Nc1ccccc1C(=O)NC1CC1,6,-6.7,8,-5,-4,1,-3,-1
COc1ccc(S(=O)(=O)NC(CC(C)C)C(=O)NC(C)c2cccs2)cc1 (centres undefined),2,-1.9,3,12,13,-3,-9,-2
CC(=O)Nc1ccc(N/C(=N\S(=O)(=O)c2ccccc2)c2ccccc2)cc1,1,-1.0,-17,8,0,-7,-6,0
CC(=O)c1ccc2oc3ccccc3c(=O)c2c1,9,0.0,-20,-1,-6,-1,-9,1
NCCNc1ccc2nnnn2n1,1,1.1,-1,-3,4,-5,-14,-1
COc1ccccc1OCc1ccc(C(=O)N2N=C(C(F)F)CC2(O)C(F)F)o1 (centres undefined),-2,0.5,7,-27,-2,0,-7,-1
COc1ccc(NCC(=O)N/N=C/C(C)c2ccccc2)cc1 (centres undefined),-7,1.5,-7,3,4,-9,-6,-1
O=C(Cn1c2ccccc2c2nc3n(c(=O)c21)CCS3)N1CCCC1,13,-2.1,4,1,8,-5,-1,-3
O=c1c2cc(N3CCOCC3)ccc2[nH]c(=S)n1CCCN1CCCC1,-4,16,14,-14,-2,-4,-7,1
CCN1CCc2c(sc(NC(=O)c3cc4ccccc4cc3OC)c2C(N)=O)C1,22,1.6,69*,5,-6,-6,-15,5
CC(=O)NNC(=O)N1Cc2ccccc2Oc2ccc(Cl)cc21,4,-4.8,-3,0,-5,3,-2,0
COc1cccc(CNc2ccc(F)c(Cl)c2)c1OC,16,0.9,-3,5,-4,0,2,.
O=C(Nc1nn[nH]n1)c1cc(-c2ccc(Cl)c(Cl)c2Cl)nc2ccccc12,1,1.8,10,-3,0,4,20,-2
CN(C)S(=O)(=O)c1ccc(N2CCCC2)c(C(=O)NNC(=O)c2ccc(F)cc2)c1,-1,-0.4,-15,-1,-6,-6,-9,0
Cc1ccc(SCC(=O)Nc2oc(C)c3c(C)n[nH]c(=O)c23)cc1C,-4,-1.2,-13,-3,0,0,1,-1
CC[C@]12c3[nH]c4cc(CCC(=O)N(C)C)ccc4c3CCN1C(=O)[C@@H](CC(=O)NCCCn1ccnc1)C[C@@H]2C(=O)N1CCN(C(=O)c2ccco2)CC1,6,-0.2,-4,-3,1,2,-1,-1
CSCCC(NC(=O)c1ccco1)C(=O)N1CCCC(C(F)(F)F)C1 (centres undefined),1,-1.0,6,-5,-2,-5,-11,-1
O=C1OC(c2ccccc2)/C(=C(/O)c2ccccc2)C1=O (centres undefined),-9,-0.9,6,-4,-14,-7,-6,0
C=CCOc1nc2c(c(=O)n(C)c(=O)n2C)n1Cc1ccccc1,12,16,5,-1,-9,-5,-10,1
COc1cc(OC)cc(C(=O)N2CCN(Cc3cccc(F)c3)CC2)c1,3,0.2,0,-9,6,-4,-5,-1
Cc1ccc(N(CC(=O)N2CCCC2)S(C)(=O)=O)cc1C,9,-1.2,27,0,9,3,4,3
COCCNC(=O)c1cc2c(=O)n3cccc(C)c3nc2n1C,-2,0.5,-7,8,-4,3,1,1
Cc1ccc(C(=O)NNC(=O)C(C)Oc2ccccc2F)cc1S(=O)(=O)N1CCOCC1 (centres undefined),6,-0.5,-13,-4,8,-1,-10,0
COc1ccc(OCc2cc(C(=O)N(C)CCC3CCOCC3)no2)c(Cl)c1,29,-0.5,-36,8,4,-1,-1,-2
O=C(Cc1n[nH]c(=O)c2ccccc12)OCC(=O)c1ccc(F)c(F)c1,10,-0.1,-14,8,7,-2,-6,1
Nc1nc2sc3c(c2cc1C(=O)N1CCOCC1)CCCC3,-2,-1.4,4,-1,-5,1,-7,-1
CC(C)NC(=O)C(C)n1cccc1C(=O)c1ccccc1 (centres undefined),-1,-3.5,-15,10,5,1,-7,-1
COc1ccc(C2/C(=C(\O)c3ccc4c(c3)OCCO4)C(=O)C(=O)N2Cc2cccnc2)cc1OC (centres undefined),2,-0.5,-2,-9,7,-5,-4,0
S=c1[nH]nc(-c2cc(-c3ccccc3)n[nH]2)n1/N=C/c1ccc(Cl)cc1,8,1.7,-18,-1,5,-2,8,3
COc1ccc(OC)c(-n2c(=S)[nH]c3cc(C(=O)N4CCC(C(N)=O)CC4)ccc3c2=O)c1,10,0.2,1,-2,12,-1,-2,0
N#Cc1ccccc1NC(=O)CSc1n[nH]c(-c2ccco2)n1,-2,-0.8,-9,1,6,0,-4,-1
COc1ccc(C)cc1S(=O)(=O)N(CC(=O)Nc1cccc([N+](=O)[O-])c1)c1ccccc1,-4,4.8,8,7,13,1,-9,4
Cc1cc(NC(=O)c2cc(-c3cccs3)nc3ccccc23)no1,7,1.0,-10,-12,1,-3,-3,-3
CSC1=NSC2=NC(=O)/C(=C\c3coc4ccccc4c3=O)C(=N)N12,-5,95*,0,0,-2,.,.,6
O=C(CN(CC1CCCO1)C(=O)CNS(=O)(=O)c1ccc(Cl)cc1)NC1CCCC1 (centres undefined),5,-0.5,-2,7,-5,1,0,-1
